Bioassay records: PubChem BioAssay, several laboratories
DAX1 inh-1 = DAX1 (NR0B1) inhibitors, primary screen, cell-based, HEK293, Gal4-DAX1, luciferase luminescence. inhibition, % at 6.75 µM. AID 504766, 2011. hit rate 0.99% among 340,000. HEK293 Gal4-DAX1 luciferase reporter. Nuclear receptor subfamily 0 group B member 1 (Homo sapiens), P51843;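 active = inhibition above the mean over all tested compounds plus 3 SD, cut at about 4.2% in these data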;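 also: 0% = DAX1-transfected cells with DMSO and 100% = empty-vector control cells with DMSO; inhibition shows as a rise in luminescence from relieved DAX1 repression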
Target sequence (P51843 207-470 limits assumed): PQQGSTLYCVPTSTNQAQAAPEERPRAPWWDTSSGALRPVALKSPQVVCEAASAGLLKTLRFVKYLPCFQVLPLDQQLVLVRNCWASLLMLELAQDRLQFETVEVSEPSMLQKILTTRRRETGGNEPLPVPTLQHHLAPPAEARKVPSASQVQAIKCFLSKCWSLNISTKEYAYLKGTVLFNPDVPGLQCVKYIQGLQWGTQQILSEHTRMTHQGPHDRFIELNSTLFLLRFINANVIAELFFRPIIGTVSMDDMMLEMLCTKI
hcDAF-12 act = H. contortus DAF-12 nuclear receptor activators, primary screen, cell-based, luminescence, HEK293, lit1-tk-luc reporter; HEK293 hcDAF-12 lit1-tk-luc reporter; 0% DMSO, 100% Δ7-dafachronic acid; activation, % at 6.8 µM; hit rate 1.4% among 370,000;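 active = activation above the mean of all tested compounds plus 3 SD, cut at about 5.5% in these data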;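 also: 100% = response to 3 µM Δ7-dafachronic acid high control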
ssDAF12 agonist = S. stercoralis DAF-12 nuclear receptor activators, primary screen, cell-based, luminescence, HEK293, GRIP1 co-expression, lit1-tk-luc | Nuclear hormone receptor DAF-12 (Strongyloides stercoralis) | HEK293 ssDAF-12/GRIP1 lit1-tk-luc reporter; % of 3 µM dafachronic acid response | activation, % at 6.8 µM | hit rate 1% among 370,000 | AID 652126, 2013;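 active = activation above the mean over all tested compounds plus 3 SD, cut at about 0.9% in these data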;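 also: 0% = DMSO-only wells and 100% = 3 µM delta7-dafachronic acid wells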
FXN GAA850 act = FXN promoter activators, primary screen, cell-based, luciferase luminescence, HEK293 lucGAA850. activation, % at 6 µM. HEK293 lucGAA850 FXN promoter luciferase reporter, 24 h; percent of 10 µM SAHA response. hit rate 0.56% among 360,000. AID 540364, 2011;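 active = activation above the average of all compounds screened plus 3 SD, cutoff fixed separately per campaign, cut at about 7.5% in these data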;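 also: 0% = DMSO wells and 100% = 10 µM SAHA wells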
GC-B act = human GC-B receptor activators, primary screen, HEK293 GC-B cells, cGMP TR-FRET, EC30 CNP; hit rate 0.11% among 370,000; Atrial natriuretic peptide receptor 2 (Homo sapiens), P20594; activation, % at 10 µM; 0% at EC30 CNP, 100% saturating CNP;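 active = activation at 10 µM reaching about 35% in either raw or pattern-adjusted values, limit read from the data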
DAX1 inh-2 = DAX1 (NR0B1) inhibitors on StAR promoter, primary screen, cell-based, luminescence, SF-1 (NR5A1), full-length DAX-1. AID 652010, 2013. HEK293T StAR-luciferase reporter, SF-1/DAX-1 repression relief. hit rate 1.1% among 370,000. inhibition, % at 6.8 µM;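 active = inhibition above the mean over all tested compounds plus 3 SD, cut at about 3.6% in these data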;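 also: 0% = DAX-1 cells with DMSO and 100% = cells lacking DAX-1 with DMSO; higher inhibition means more luminescence from relief of DAX-1 repression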
NPR1 activator = GC-A stimulated cGMP production enhancers – HEK293 GC-A cells, cGMP TR-FRET, EC30 ANP, primary screen; Atrial natriuretic peptide receptor 1 (Homo sapiens), P16066; 0% at EC30 ANP, 100% saturating ANP; activation, % at 10 µM; hit rate 0.14% among 370,000; AID 1671463, 2021; in the data active = activation above about 40%
HGIII-sPLA2 inh = human group III sPLA2 inhibitors, primary screen, biochemical, QFRET, BODIPY PC-A2 liposome substrate; QFRET BODIPY PC-A2 liposome hydrolysis, fluorescence; inhibition, % at 12.2 µM; hit rate 0.56% among 370,000; AID 743126, 2013;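 active = inhibition above mean plus 3 SD of compounds lying within the high and low control bounds, cut at about 19% in these data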;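 also: 0% = median of test compound wells and 100% = no enzyme DMSO wells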
Target sequence (Q9NZ20 whole entry, looked up): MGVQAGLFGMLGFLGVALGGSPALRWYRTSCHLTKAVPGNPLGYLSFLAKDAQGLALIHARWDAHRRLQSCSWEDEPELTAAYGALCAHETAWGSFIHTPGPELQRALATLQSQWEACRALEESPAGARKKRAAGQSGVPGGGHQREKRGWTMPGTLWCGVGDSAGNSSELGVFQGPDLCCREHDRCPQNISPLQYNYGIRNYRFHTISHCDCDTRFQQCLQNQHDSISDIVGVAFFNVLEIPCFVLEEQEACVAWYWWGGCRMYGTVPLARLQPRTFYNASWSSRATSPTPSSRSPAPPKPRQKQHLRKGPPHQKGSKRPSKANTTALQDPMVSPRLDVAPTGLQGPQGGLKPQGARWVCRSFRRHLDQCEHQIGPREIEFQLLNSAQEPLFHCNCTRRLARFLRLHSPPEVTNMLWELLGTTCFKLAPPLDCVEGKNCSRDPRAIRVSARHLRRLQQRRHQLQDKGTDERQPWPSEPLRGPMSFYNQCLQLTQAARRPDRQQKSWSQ
ADAM10 inh = human ADAM10 inhibitors, primary screen, biochemical, QFRET, HTS; inhibition, % at 7 µM; hit rate 0.62% among 370,000; Disintegrin and metalloproteinase domain-containing protein 10 (Homo sapiens), O14672; recombinant ADAM10, EDANS/DABCYL FRET peptide cleavage, 3 h;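 active = inhibition above a per-campaign cutoff equal to the mean of compounds falling between control-based bounds plus 3 SD, cut at about 20% in these data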;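 also: 0% = DMSO wells while the 100% control is not disclosed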
SMARCA2 act = SMARCA2 (BRM) function activators, primary screen, cell-based, luminescence, high throughput; MG213 cells, MMTV-luciferase reporter, dexamethasone, overnight; activation, % at 9.1 µM; hit rate 1% among 370,000; AID 652017, 2013; in the data active = activation above about 7.8%;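 also: 0% = vehicle wells and 100% = reference activator wells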
hgDAF12 agonist = H. glycines DAF-12 receptor agonists, primary screen, cell-based, luminescence, HEK293, GAL4 fusion, UAS-luciferase; Nuclear hormone receptor DAF-12 (Heterodera glycines), GAL4 fusion; HEK293 GAL4-hgDAF12 UAS-luciferase reporter, agonist luminescence; normalized to butyrate control; activation, % at 6.8 µM; hit rate 1.8% among 370,000; AID 687014, 2013;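 active = activation above a cutoff set at the mean of all screened compounds plus 3 SD, cut at about 10% in these data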;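 also: 0% = DMSO wells and 100% = sodium butyrate wells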
* hit, by the source's call; i = inactive; / = no result given. Rows were taken by chance. Share with any hit: about 6.6%.

canonical_smiles,DAX1 inh-1,hcDAF-12 act,ssDAF12 agonist,FXN GAA850 act,GC-B act,DAX1 inh-2,NPR1 activator,HGIII-sPLA2 inh,ADAM10 inh,SMARCA2 act,hgDAF12 agonist
COc1ccc(/C=C2\SC(=S)N(C(C)C(=O)NC3C=CS(=O)(=O)C3)C2=O)cc1 (configuration not stated),0.7,1.5,-1.1,1.6,-5,-0.8,-3,-9,7,0,-0.4
O=C(Cc1ccc(F)cc1)N1CCN=C1SCc1ccc([N+](=O)[O-])cc1,0.1,-1.7,-1.9,0.9,5,0.1,-2,1,-3,-3,-1.5
S=C(NCc1ccccc1)NCc1ccccn1,-0.7,-0.4,-0.8,-0.1,-1,-0.8,-2,10,-1,-3,0.3
Cc1cc(-n2c(SCc3ccccc3F)nc3n[nH]c(C)c3c2=N)ccc1Cl,0.3,-1.7,-2.6,2.3,0,-0.3,7,-11,5,3,-1.9
COCCN=C1OC(=O)N2C(=O)C3=C4[C@@H](C[C@H]5C(=O)N(c6ccccc6)C(=O)[C@H]5[C@H]4[C@@]12Cc1ccccc1)[C@H]1C(=O)N(c2ccccc2)C(=O)[C@H]1[C@H]3C,-1.1,-0.1,-1.7,-1.3,-3,1.8,-2,-7,-2,-1,-2.9
COc1ccc(C(=O)Nc2ccc(NC(=O)Cc3ccccc3)cn2)cc1,-1.4,-1.9,-0.8,-1.5,-2,-0.1,-1,-2,-3,-2,-1.4
O=C(COc1ccc(F)cc1)Nc1ccc2c(c1)OCCO2,0.9,3.7,-0.6,7.7*,-7,5.0*,-3,1,0,5,10
CC(C)C(=O)N(Cc1cc(=O)[nH]c2ccccc12)c1ccccc1,-0.4,3.1,-0.3,0.2,-4,-0.6,-2,6,-18,-5,0.2
CCCNC(=O)COc1cccc(C(=O)NCc2ccccc2)c1,-2.1,-1.4,-0.7,3.7,0,0.0,1,-6,-1,-4,0.2
CCCCN(C(=O)CNC(=O)c1ccco1)C(C(=O)NC1CCCCC1)c1cccnc1 (configuration not stated),0.7,-2.3,-1.2,0.0,4,0.0,2,-2,-1,1,-0.9
CC(Sc1ccccn1)C(=O)Nc1ccc2c(c1)OCO2 (configuration not stated),0.2,0.8,-0.2,-0.2,1,0.5,-3,0,-10,0,3.6
Cc1cccc2c1OCC/C2=N\NC(=O)COc1ccccc1,1.5,-0.8,-1.0,-1.2,-1,0.4,1,-1,-16,2,1.8
CC1(C(=O)NS(=O)(=O)C2CC2)CCCN(C(=O)COCc2ccccc2)C1 (configuration not stated),/,-2.1,-1.1,1.1,2,1.7,3,1,2,0,-1.8
COc1cc(CNc2ccc(N3CCOCC3)cc2)cc(Br)c1OC,0.8,-4.3,-1.7,1.8,-7,-0.7,-2,16,-17,-7,-7.0
COc1ccccc1CC(=O)Nc1ccc2c(C)cc(=O)oc2c1,0.1,-0.8,-1.7,0.6,-2,-0.1,-4,-3,i,2,0.2
CCOc1ccc(NC(=NCc2ccc3c(c2)OCO3)SC2CC(=O)N(c3ccc(C(=O)O)cc3)C2=O)cc1 (configuration not stated),-1.5,-1.0,-1.2,2.5,4,-0.3,-2,-40,16,-2,0.1
Cc1ccc2c(Cl)cc(Cl)c(O)c2n1,-2.6,-0.6,-1.3,5.4,7,-1.5,6,4,-4,10*,-0.5
Cc1ccc(Nc2nnc(SCC(=O)NCCN3C(=O)CSC3=O)s2)cc1C,-0.2,12*,-0.6,4.0,5,1.7,-2,-13,2,4,11*
Clc1ccc2nc(-c3cccc(SC4CCCCC4)c3)c(NCc3ccccc3)n2c1,-0.8,-1.1,-1.1,-1.3,3,-0.1,5,1,-13,1,1.8
O=C(NCCc1ccc(C(F)(F)F)cc1)C1CC(=O)N(Cc2ccccc2)C1 (configuration not stated),-0.1,0.7,-0.5,0.8,-5,-0.2,4,1,-7,0,-1.4
O=C(CCc1c[nH]c2ccccc12)N1CCN(c2ccc(F)cc2)CC1,0.2,-1.8,-1.6,-1.2,-4,1.0,-3,-39,-13,-1,0.3
CCNc1nc(NCC)n2c(SCC(=O)Nc3ccccc3C(F)(F)F)nnc2n1,-0.9,0.9,-0.5,-1.8,-5,-0.1,-13,5,-6,-3,1.0
Cc1ccc(S(=O)(=O)n2ccc(-c3c(-c4ccc(Cl)cc4)noc3C)n2)cc1,/,0.2,-0.6,/,-3,-1.4,-6,-1,3,-2,1.0
Cc1cc(OC(C)C(=O)NCCc2c[nH]c3ccccc23)c2c(C)cc(=O)oc2c1 (configuration not stated),3.8,0.7,-1.2,-2.8,-22,0.7,-15,-70,-9,3,0.1
c1coc(-c2nc(-c3ccco3)c(-c3ccco3)nc2-c2ccco2)c1,-0.2,-0.6,-1.9,0.3,-5,-0.9,-16,11,-56,0,-1.3
O=C(Nc1ccccc1Oc1ccccc1)c1cccs1,1.0,-1.3,-1.1,0.1,3,-0.2,8,-3,0,1,-0.1
COC(=O)C1CN(C(=O)COc2cc(C)c(Cl)c(C)c2)c2ccccc2O1 (configuration not stated),1.1,-1.1,-0.8,-0.1,-8,-0.1,-3,-5,6,-1,-0.7
CC(C)n1cc(/C=C2/NC(=O)N(c3cccc(Cl)c3)C2=O)c2ccccc21,-0.2,2.5,-0.4,-6.4,-10,0.8,4,3,3,1,0.1
NC(=O)C1CCN(c2nc(-c3ccccc3C(F)(F)F)cs2)CC1,0.9,0.4,-0.8,5.6,1,0.7,4,8,-3,3,6.6
COc1ccccc1N(CC(=O)Nc1ccccc1C(F)(F)F)S(=O)(=O)c1cccs1,0.5,-0.7,-1.5,-0.4,-10,-2.3,-2,-12,16,-1,1.3
COc1ccc(CCNC(=O)C(=O)N/N=C/c2cccs2)cc1OC,0.2,-0.7,-1.9,-0.6,-1,-0.9,-2,2,10,14*,2.5
CC1CCCN(C(=O)c2ccc(S(=O)(=O)N3CCC(c4nc5ccccc5s4)CC3)cc2)C1 (configuration not stated),2.5,0.4,-0.5,1.4,0,0.2,-3,2,-5,0,2.9
Cc1cn([C@H]2C[C@H](O)[C@@H](CNC(=O)CNC(=O)CN)O2)c(=O)[nH]c1=O,0.4,-0.4,-1.1,0.9,5,-1.6,2,1,-6,-4,1.3
CC(=O)N1c2ccc(S(=O)(=O)N3CCC(C(=O)NCc4ccccc4Cl)CC3)cc2CC1C (configuration not stated),-1.0,-0.8,-1.8,0.4,2,-0.7,3,3,0,-5,1.0
Cc1cc(C)cc(CC(=O)N2CCC2(C)C(=O)NS(=O)(=O)c2ccc(Br)cc2)c1 (configuration not stated),/,-0.8,-1.0,-0.7,10,0.6,0,-8,-7,0,10
COc1ccc(N2CCN(C(=O)COC(=O)CCOc3cc(C)ccc3C)CC2)cc1,0.0,1.1,-1.3,-0.7,-2,0.9,0,5,-6,-2,1.3
Oc1ccc(CN2CCN(c3ncccn3)CC2)cc1,1.4,-0.6,-1.4,0.1,7,0.0,5,5,4,-1,0.5
Cc1noc(C)c1C(=O)OCC(=O)NCCc1ccccc1,0.9,0.2,-0.4,0.3,-1,1.1,2,10,-7,-3,-0.1
CC(C)CN1C(=O)c2ccc(C(=O)Nc3ccncc3)cc2C1=O,-2.8,-2.9,-2.6,-0.5,2,-1.1,3,-5,-4,-5,0.6
COc1ccc(C2CC2/C(C)=N/OC(=O)C2CC2)cc1 (configuration not stated),2.9,-1.8,-1.0,2.4,-2,-0.6,0,-3,4,0,2.5
CCc1ccc(NC(=O)CSc2nc3ccccc3nc2N2CCCC2)cc1,-0.2,-1.2,-1.5,0.7,-8,-1.0,-2,-5,-31,-2,-0.7
Cn1c(CNC(=O)c2ccc3c(c2)OCO3)nnc1SCC(=O)Nc1ccc(F)cc1,1.6,0.4,-0.4,-1.4,-1,-0.8,2,-3,-1,-1,0.1
CC(C)C(C(=O)NC1CCCCC1)N(CC1CCCO1)C(=O)CNS(=O)(=O)c1ccc(F)cc1 (configuration not stated),-0.2,1.3,-0.8,-4.2,-6,0.1,3,4,10,1,0.0
Cc1c(C(=O)N2CCN(Cc3cccs3)CC2)oc2ccccc12,0.0,-0.5,-1.5,0.7,8,0.4,1,7,-1,-5,-0.6
O=C(Nc1ccc([N+](=O)[O-])cc1)c1ccccc1F,2.0,1.9,-0.7,5.6,4,2.0,3,2,2,4,12*
CC(C)(C)OC(=O)N1C(=O)[C@](OC(=O)c2ccccc2)(c2ccc(F)cc2)c2ccccc21,/,-1.3,-1.9,/,-6,-1.9,-2,-2,4,-3,-1.8
CCOc1ccc(S(=O)(=O)N/N=C2/CCCC(=O)C2)cc1,0.2,0.3,-1.2,0.6,5,-0.3,1,-9,15,-2,-1.3
COc1ccc(CCN(C)C(=O)CNC(=O)Cc2cccc3ccccc23)cc1OC,-0.1,-2.6,-0.6,1.3,-3,-1.0,0,-6,-14,-1,-3.6
CCc1nnc(N/N=C/c2ccc(N3CCC(C)CC3)c([N+](=O)[O-])c2)n1N,-0.4,-2.1,-2.5,-2.0,-4,-2.8,-1,0,2,-4,-7.6
Cc1cc(C(=O)CN2C(=O)NC3(CCCCC3C)C2=O)c(C)n1Cc1cccs1 (configuration not stated),1.1,4.4,-0.1,2.6,6,5.0*,3,-5,4,2,15*
CC(C)Cc1nc2c(nnn2Cc2ccccc2F)c(=O)[nH]1,-0.5,-1.3,-2.2,2.0,2,-0.4,8,-11,-15,0,-2.3
CCC1(CC)C(=O)NC(=S)N=C1N,1.7,-0.4,-1.4,1.4,-4,-0.3,-1,12,-28,-5,1.9
C=CCn1c(SCC(=O)c2ccc(F)cc2)nnc1-c1ccc2c(c1)OCO2,0.3,-1.7,1.3*,2.3,8,-0.7,0,-32,-1,-5,-3.4
CCOc1cc(C(=O)Nc2ccc(N3CCN(S(C)(=O)=O)CC3)cc2)cc(OCC)c1OCC,-0.6,-2.1,-1.3,2.8,5,-0.1,-1,1,3,-2,1.6
